# Screens: PubChem BioAssay, several laboratories
# DNMT1 inh = blocks human DNA methyltransferase DNMT1; P26358; DNMT1 molecular beacon, Hinp1I cleavage, fluorescence; inhibition (reported as % activation of signal), % at 10 µM; actives 0.83% (n = 360,000); in the data active = inhibition above about 50%
# NadD block = blocks S. aureus nicotinate mononucleotide adenylyltransferase. inhibition, % at 20 µM. actives 0.78% (n = 360,000). purified NadD enzyme, colorimetric absorbance read-out; in the data active = inhibition above about 26%; note: some compounds past the cut are filed as inactive
# STEP inh = inhibitors of human striatal-enriched phosphatase STEP | recombinant STEP, OMFP fluorogenic substrate, fluorescence | actives 0.25% (n = 360,000) | P54829 | inhibition, % at 20 µM;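 active = inhibition at 20 µM, scaled per plate between control wells, above about 37%, limit read from the data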;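 note: 0% = DMSO with enzyme and substrate and 100% = substrate only without enzyme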
#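 Material: STEP (striatal-enriched tyrosine phosphatase) enzyme, cell-free; Compound dosing: 20 µM single dose in 1% DMSO; Technique: fluorescence read at 480 nm ex / 540 nm em; Times: reaction 20 min, ambient temperature; Medium: 50 mM Bis-Tris pH 6.0 with 2.5 mM DTT and 0.005% Tween 20; Also added: OMFP at 25 µM.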
# SUMO1-SIM PPI = alters human SUMO1 binding to SIM partners | inhibition, % at 20 µM | P63165 | actives 0.33% (n = 360,000) | SUMO1 binding to a labelled peptide, TR-FRET, 1 h | AID 602429; in the data active = inhibition above about 37%
# Target sequence (P63165 whole entry, looked up): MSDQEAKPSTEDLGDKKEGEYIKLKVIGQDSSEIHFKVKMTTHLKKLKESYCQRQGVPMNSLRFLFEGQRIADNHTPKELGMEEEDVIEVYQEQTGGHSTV
# Scp-1 inhibitor = blocks human Scp-1 phosphatase activity. Q9GZU7. Recombinant Scp1, phosphopeptide, malachite green phosphate absorbance. inhibition, % at 20 µM. actives 0.88% (n = 340,000). AID 493091;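 active = inhibition above about 50% at 20 µM, limit read from the data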;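 note: plate controls were DMSO wells with enzyme for no effect and wells lacking enzyme for full effect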
# Target sequence (Q9GZU7 76-261 limits assumed): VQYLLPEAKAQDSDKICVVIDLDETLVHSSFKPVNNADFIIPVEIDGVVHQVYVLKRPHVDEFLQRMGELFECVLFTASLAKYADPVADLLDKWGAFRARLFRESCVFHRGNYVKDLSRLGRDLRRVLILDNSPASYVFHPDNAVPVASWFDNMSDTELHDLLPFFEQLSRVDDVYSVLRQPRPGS
#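 Incubation: 45 min enzyme reaction at room temperature / System: truncated SCP-1 phosphatase (76-261aa) / Reagent: Phospho 17-mer peptide substrate / Buffer or medium: Acidic Tris acetate buffer with magnesium and detergent / Signal: absorbance at 630 nm / Doses: one concentration, 20 µM, with 1.0% DMSO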
# Rpn11 inh = blocks the human proteasome subunit Rpn11; human 26S proteasome, Ub4-pepOG fluorescence polarization; 20S core pre-blocked with epoxomicin; calls only at 20 µM; actives 0.59% (n = 360,000); AID 588493;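 active = inhibition at 20 µM, scaled to each plate's controls, above about 33%, limit read from the data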
# LMPTP block = LMPTP (human) inhibition; P24666; recombinant LMPTP-A, OMFP fluorogenic substrate, fluorescence intensity; inhibition, % at 20 µM; actives 0.22% (n = 360,000);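 active = compounds that cut the enzyme signal by at least half of the control window in the single-dose screen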;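 note: plate controls were DMSO wells with enzyme plus substrate for no effect and substrate without enzyme for full effect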
# Target sequence (P24666 whole entry, looked up): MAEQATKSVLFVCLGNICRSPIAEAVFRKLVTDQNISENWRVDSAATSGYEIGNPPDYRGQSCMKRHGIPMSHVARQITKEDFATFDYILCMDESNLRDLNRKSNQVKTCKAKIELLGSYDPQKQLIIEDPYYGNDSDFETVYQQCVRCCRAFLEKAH
#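 Assay system: LMPTP-A enzyme. Input: 0.625 nM LMPTP-A final. Probe or stimulus: 400 µM OMFP. Compound dosing: single 20 µM dose. Schedule: 50 min dark incubation at room temperature. Detection: fluorescence intensity of OMFP turnover product. Read-out: percent inhibition versus substrate-only and uninhibited controls. Benchmarks: no-enzyme low control, uninhibited high control.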
# Neddylation inh = inhibitors of human cullin neddylation; actives 0.58% (n = 360,000); TR-FRET cullin neddylation, biochemical; AID 651699; calls only at 25 µM; in the data active = inhibition above about 36%
# Rin1-Abl PPI inh = human Rin1-Abl interaction inhibition. P00519+Q13671. TR-FRET Rin1/Abl binding, biochemical. inhibition, % at 7.35 µM. actives 0.4% (n = 360,000). AID 588664; in the data active = inhibition above about 5%, passing the limit was not always enough
# CSN deneddyl inh = CSN deneddylation inhibition; Q92905; Purified CSN, SCF-Nedd8-OG deneddylation, fluorescence polarization; inhibition, % at 12.5 µM; actives 0.38% (n = 360,000); AID 651999;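 active = pattern-corrected inhibition above about 35%, with an unprinted fluorescence ratio check between 0.5 and 1.5, limit read from the data, passing the limit was not always enough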;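 note: 0% = enzyme with substrate and 100% = substrate without enzyme; some results filed as inactive read as strong as hits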
# Target sequence (Q92905 whole entry, looked up, one chain of several): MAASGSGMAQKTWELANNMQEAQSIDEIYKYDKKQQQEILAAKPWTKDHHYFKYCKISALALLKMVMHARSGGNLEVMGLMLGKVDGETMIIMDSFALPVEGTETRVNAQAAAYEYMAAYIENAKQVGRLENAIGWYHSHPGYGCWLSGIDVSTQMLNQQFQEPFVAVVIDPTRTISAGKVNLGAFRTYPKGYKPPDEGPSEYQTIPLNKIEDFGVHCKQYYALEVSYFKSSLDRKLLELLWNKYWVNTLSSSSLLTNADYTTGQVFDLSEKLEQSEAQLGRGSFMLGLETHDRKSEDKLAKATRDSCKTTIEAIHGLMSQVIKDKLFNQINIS
#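 Material: purified human Csn5 enzyme expressed in HEK293T cells / Medium: Tris buffer pH 7.5, NaCl, DTT, Tween-20, trehalose, ovalbumin / Compound dosing: 12.5 µM single point / Schedule: 90 min incubation of compound, enzyme and substrate at room temperature / Signal: fluorescence polarization of the substrate / Control set: no-enzyme wells high, enzyme-with-substrate wells low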
# Active calls of the source: *; i = inactive; . = not tested or not shown; + = active, no number.
SMILES,DNMT1 inh,NadD block,STEP inh,SUMO1-SIM PPI,Scp-1 inhibitor,Rpn11 inh,LMPTP block,Neddylation inh,Rin1-Abl PPI inh,CSN deneddyl inh
CCn1cc(C(=O)NCC2CCCO2)c(=O)c2cc(S(=O)(=O)N3CCC(C)CC3)ccc21 (stereo not drawn),1,9,2,2,-5,i,-0.4,i,4,8
CCOc1ccc(NC(=O)CC2C(=O)N(c3ccc(OC)cc3)C(=O)N2Cc2ccc(OC)cc2)cc1 (stereo not drawn),-2,3,-2,1,-8,i,-1.3,i,-2,1
COc1ccc(O)c(/C=N/NC(=O)c2ccc(CSc3nc(C)cc(C)n3)cc2)c1,7,34*,-1,2,26,i,1.5,i,0,3
Cc1ccc(N2C(=O)CCSC23C(=O)Nc2ccccc23)cc1 (stereo not drawn),-1,-3,-3,0,-2,i,-1.1,i,0,0
O=C(COc1coc(CN2CCc3ccccc3C2)cc1=O)Nc1cccc([N+](=O)[O-])c1,3,17,2,-10,11,i,0.8,i,0,3
COC(=O)c1cn(C(=O)c2ccco2)c2ccccc12,3,0,-4,1,-17,i,-0.1,i,1,0
CCC(C)(C#CCN1CCCCC1)OCCC#N (stereo not drawn),0,-1,-3,7,-5,i,-0.6,i,-3,1
CC(=O)N1CCN(Cc2nc3cc(NC(=O)C4CCCCC4)ccc3n2C)CC1,-2,-4,2,3,-5,i,-1.0,i,-1,-2
CCN(CC)CCN(C)C(=O)c1[nH]c(C(F)(F)F)nc1-c1ccccc1,-2,0,0,6,.,i,-0.3,i,4,-7
CC1=C(C#N)C(Nc2cccc(C)n2)(C(F)(F)F)C(=O)N1 (stereo not drawn),1,-2,-2,6,-6,i,-0.2,i,-2,-2
COCCn1c(SCC(=O)Nc2ccc(F)cc2F)nc2c(c1=O)SCC2,7,-1,3,-3,.,i,-0.1,i,2,6
O=C(CSCc1ccc(Cl)cc1)Nc1ccc2c(c1)OCCO2,-6,-11,-1,4,-18,i,0.6,i,-2,-2
O=C(Nc1ccc(Br)cn1)c1cccc(C(=O)Nc2ccc(Br)cn2)c1,18,4,0,5,-9,i,3.1,i,4,4
CCOc1ccc(NC(=S)NC(=O)c2ccco2)cc1,-2,-5,0,4,-14,i,0.2,i,-2,-2
COc1ccccc1-c1nc(SCC(=O)N2CCC(C(N)=O)CC2)n[nH]1,3,1,-3,-2,0,i,-0.8,i,-2,1
COc1ccc(-n2c(-c3ccco3)nc3c(cnn3-c3ccc(C)cc3)c2=O)cc1,3,-4,0,-10,-15,i,2.0,i,-5,-1
Cc1c(-c2nc(N)nc(Nc3ccccc3)n2)oc2ccccc12,0,1,1,2,7,i,0.3,.,0,1
CC(C)(C)NC(=O)C1CCN(S(=O)(=O)c2ccc(Br)cc2)CC1,2,1,-2,4,-4,i,-0.6,i,9,1
COc1cc(-c2noc(C)n2)cc(OC)c1OC,1,-3,-1,6,-5,i,0.4,i,2,-1
CCC(C)(C(=O)NC1CCCCC1)N(CC1CCCO1)C(=O)Cc1cccs1 (stereo not drawn),0,-2,2,-1,-5,i,-1.5,i,-2,-4
CCCCN(C(=O)c1cccc(S(=O)(=O)N2CCCC2)c1)c1c(N)n(CCC)c(=O)[nH]c1=O,6,2,-2,0,6,i,-0.7,i,5,-3
O=C1c2cccc(NCCCNCCO)c2C(=O)c2cccc(NCCCNCCO)c21,-100,1,13,-36,-5,+,9.9,i,-34,94*
NNC(=O)CSc1c(-c2cccs2)[nH]c2ccccc12,-16,1,1,-6,-2,i,-0.4,i,-3,5
Nc1nc(NCc2c(F)cccc2Cl)nn1-c1ccccc1,-4,0,-3,-2,-6,i,0.5,i,2,1

# Rewritten bar-delimited: part of the list above.
Compound | DNMT1 inh | NadD block | STEP inh | SUMO1-SIM PPI | Scp-1 inhibitor | Rpn11 inh | LMPTP block | Neddylation inh | Rin1-Abl PPI inh | CSN deneddyl inh
CCCCN(C(=O)c1cccc(S(=O)(=O)N2CCCC2)c1)c1c(N)n(CCC)c(=O)[nH]c1=O | 6 | 2 | -2 | 0 | 6 | i | -0.7 | i | 5 | -3
O=C1c2cccc(NCCCNCCO)c2C(=O)c2cccc(NCCCNCCO)c21 | -100 | 1 | 13 | -36 | -5 | + | 9.9 | i | -34 | 94*

# Additional records
SMILES,DNMT1 inh,NadD block,STEP inh,SUMO1-SIM PPI,Scp-1 inhibitor,Rpn11 inh,LMPTP block,Neddylation inh,Rin1-Abl PPI inh,CSN deneddyl inh
O=C(C1CCN(Cc2cn[nH]c2-c2ccc(F)cc2F)CC1)N1CCOCC1,2,-2,0,3,-1,i,-2.2,i,-4,-3
O=C1NC(c2cccc(OCc3ccccc3)c2)Nc2ccccc21 (stereo not drawn),-5,-4,1,1,7,i,0.6,.,2,0
CCOC(=O)c1[nH]ncc1CN1CCN(Cc2ccccc2)C(CCO)C1 (stereo not drawn),1,0,1,2,-8,i,-1.5,i,2,4
O=C1C=C(c2cccc3c2sc2ccccc23)C[C@@H](c2ccc(F)cc2)C1,1,-6,2,-5,-8,i,2.3,i,2,-2
CC(=O)Nc1ccc(NC(=O)CCc2c(C)noc2C)cc1,-1,-4,-2,0,-2,i,-2.8,i,3,1
C=CCC(C)(NCc1ccccc1)c1ccccc1 (stereo not drawn),-5,-1,-2,3,-4,i,-0.5,i,1,-3
CCOc1ccc(-n2c(N)c(C(=O)N3CCN(C)CC3)sc2=S)cc1,1,-5,-2,-19,-5,i,-2.8,i,-1,3
Cn1c(=O)c2c(ncn2CC(=O)OCC(=O)NCc2ccc(Cl)cc2)n(C)c1=O,3,3,-4,0,2,i,0.8,i,1,-2
CCCS(=O)(=O)c1snnc1C,4,-3,13,1,-2,i,-0.1,i,-1,-2
CCc1cc(CNC(=O)C2CCC(=O)N(CCc3ccc(OC)cc3)C2)on1 (stereo not drawn),3,0,2,-1,-8,+,-1.6,i,-3,-1
CCc1nnc(NC(=O)CCC(=O)Nc2ccccc2)s1,11,-1,-1,2,-4,i,1.0,i,1,0
COc1ccc(OC)c(C2C(C(C)=O)=C(O)C(=O)N2CCN2CCOCC2)c1 (stereo not drawn),-9,-4,3,-3,-8,i,-1.0,i,-3,2
COc1ccc(C(=O)C[n+]2ccc(C)cc2)cc1,6,-2,0,0,-10,i,-1.0,i,0,0
COCCN(CC(=O)NCc1ccc2c(c1)OCO2)C(=O)CCC(=O)Nc1nccs1,0,-6,2,-1,-9,i,-0.8,i,1,1
O=C(CNC(=O)c1ccccc1)Oc1ccc([N+](=O)[O-])cc1,-3,-9,-2,-1,4,i,-2.1,i,-1,6
CC(=O)N1CCc2cc(C(=O)CN3CCN(c4ccccn4)CC3)ccc21,-2,-1,0,-1,-15,i,1.0,i,-2,-7
COc1nc(NCc2ccco2)nc(NC2CCCCC2)n1,-3,1,0,2,-6,i,-0.1,i,3,-3
COc1cc(NC(=O)c2ccccc2)c(OC)cc1NC(=O)Cc1ccccc1,-19,-6,0,11,-10,i,0.2,i,-1,3
Cc1cccc(-c2nsc(SCC(=O)NCC3CCCO3)n2)c1 (stereo not drawn),-1,-5,4,-1,1,i,-0.1,i,-6,-7
O=C(CSc1ncccn1)N(Cc1cccnc1)C(CCc1ccccc1)c1nc2ccccc2[nH]1 (stereo not drawn),-1,0,-2,5,.,i,-1.2,i,2,0
CCn1cc(C(=O)Nc2sc(C)c(C)c2C(=O)OC)cn1,10,-3,0,18,-6,i,-1.1,i,-2,2

# Shown with values ahead of the structure: 16 of the compounds above.
DNMT1 inh	NadD block	STEP inh	SUMO1-SIM PPI	Scp-1 inhibitor	Rpn11 inh	LMPTP block	Neddylation inh	Rin1-Abl PPI inh	CSN deneddyl inh	Molecule
-1	-4	-2	0	-2	i	-2.8	i	3	1	CC(=O)Nc1ccc(NC(=O)CCc2c(C)noc2C)cc1
-5	-1	-2	3	-4	i	-0.5	i	1	-3	C=CCC(C)(NCc1ccccc1)c1ccccc1 (stereo not drawn)
1	-5	-2	-19	-5	i	-2.8	i	-1	3	CCOc1ccc(-n2c(N)c(C(=O)N3CCN(C)CC3)sc2=S)cc1
3	3	-4	0	2	i	0.8	i	1	-2	Cn1c(=O)c2c(ncn2CC(=O)OCC(=O)NCc2ccc(Cl)cc2)n(C)c1=O
4	-3	13	1	-2	i	-0.1	i	-1	-2	CCCS(=O)(=O)c1snnc1C
3	0	2	-1	-8	+	-1.6	i	-3	-1	CCc1cc(CNC(=O)C2CCC(=O)N(CCc3ccc(OC)cc3)C2)on1 (stereo not drawn)
11	-1	-1	2	-4	i	1.0	i	1	0	CCc1nnc(NC(=O)CCC(=O)Nc2ccccc2)s1
-9	-4	3	-3	-8	i	-1.0	i	-3	2	COc1ccc(OC)c(C2C(C(C)=O)=C(O)C(=O)N2CCN2CCOCC2)c1 (stereo not drawn)
6	-2	0	0	-10	i	-1.0	i	0	0	COc1ccc(C(=O)C[n+]2ccc(C)cc2)cc1
0	-6	2	-1	-9	i	-0.8	i	1	1	COCCN(CC(=O)NCc1ccc2c(c1)OCO2)C(=O)CCC(=O)Nc1nccs1
-3	-9	-2	-1	4	i	-2.1	i	-1	6	O=C(CNC(=O)c1ccccc1)Oc1ccc([N+](=O)[O-])cc1
-2	-1	0	-1	-15	i	1.0	i	-2	-7	CC(=O)N1CCc2cc(C(=O)CN3CCN(c4ccccn4)CC3)ccc21
-3	1	0	2	-6	i	-0.1	i	3	-3	COc1nc(NCc2ccco2)nc(NC2CCCCC2)n1
-19	-6	0	11	-10	i	0.2	i	-1	3	COc1cc(NC(=O)c2ccccc2)c(OC)cc1NC(=O)Cc1ccccc1
-1	-5	4	-1	1	i	-0.1	i	-6	-7	Cc1cccc(-c2nsc(SCC(=O)NCC3CCCO3)n2)c1 (stereo not drawn)
-1	0	-2	5	.	i	-1.2	i	2	0	O=C(CSc1ncccn1)N(Cc1cccnc1)C(CCc1ccccc1)c1nc2ccccc2[nH]1 (stereo not drawn)

# Outcome played no part in choosing rows, and some 3.8% of all compounds hit somewhere here.
